ER stress surv = ER stress cell death inhibition; CSM14.1 thapsigargin ER stress survival, ATP luminescence; relative survival (cellular ATP), % at 15 µg/mL (by protocol); actives 0.33% (n = 48,000);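 active = survival measured by cellular ATP above 50% at 15 µg/ml in the first screen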;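 note: cell death triggered by about 15 µM thapsigargin; ATP read 24 h after thapsigargin was added; plate controls were thapsigargin with DMSO for no effect and DMSO without thapsigargin for full effect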
Active calls of the source: *. An excerpt (hit frequency here may not be typical).

Start of the data: the first 2 records, ahead of the listing:
SMILES | ER stress surv
Brc1ccccc1OCCCCCCN1CCOCC1 | -10.4
COC(=O)c1sccc1NC(=O)/C=C/c1cccs1 | 1.4

The listing, from the start:
SMILES | ER stress surv
Brc1ccccc1OCCCCCCN1CCOCC1 | -10.4
COC(=O)c1sccc1NC(=O)/C=C/c1cccs1 | 1.4
Cc1ccsc1/C=C1\SC(=S)N(c2ccccc2)C1=O | 1.0
COc1ccc(OC)c(/C=C2/SC(=S)N(CNc3cccc(Cl)c3)C2=O)c1 | 7.2
CCOC(=O)c1c(-c2ccccc2)csc1NC(=O)C(C)C | 10.1
COc1ccc(C2Nc3ccccc3C(=O)N2Cc2ccccc2)cc1Cn1nc(C)c(Br)c1C (configuration not stated) | -1.8
O=C(CN1C2=NCCN2c2ccccc21)c1ccc(Br)s1 | -8.8
O=C(/C=C/c1cccc([N+](=O)[O-])c1)Nc1cc(Cl)ccc1Cl | 25.6
CC1=C(C(=O)Nc2cccc(C)c2)C(c2ccc(O)cc2)NC(=O)N1 (configuration not stated) | 5.0
CCOCCOC(=O)c1ccc(NC(=O)COc2ccc(C)cc2C(C)(C)C)cc1 | 8.9
CCOc1ccc2c(C)cc(=O)oc2c1I | -5.2
COc1cc(NC(=O)c2c(-c3ccccc3Cl)noc2C)c(OC)cc1Cl | 6.8
CCC(C)c1ccc(NC(=O)c2cc(Br)ccc2OC)c(O)c1 (configuration not stated) | 0.9
COc1ccc2c(c1)-c1c(ssc1=S)C(C)(C)N2C(=O)c1ccc(OC)c(OC)c1 | 0.4
CC(C)CN1C(=O)/C(=C/c2ccc(F)cc2)SC1=S | 0.3
O=C(Nc1cc(Oc2ccccc2)cc([N+](=O)[O-])c1)c1ccco1 | -3.5
O=C(Nc1cccc(Cl)c1)c1cccc(NC(=S)Nc2ccccc2)c1 | 2.1
CCOC(=O)c1c(-c2ccccc2)oc2ccc(OC(=O)C(C)(C)C)cc12 | 1.4
COc1ccc(/C=C2/C=C(c3ccccc3)OC2=O)cc1 | 4.8
O=C(Nc1ccc(S(=O)(=O)N2CCOCC2)cc1)c1ccccc1Cl | 6.7
CCOc1cc(C(=O)Nc2cccc(NC(=O)c3ccco3)c2)cc(OCC)c1OCC | 4.6
Cc1ccc(C(=O)Nc2ccc3c(c2)OCO3)o1 | -3.6
Cc1ccc(/C=C/C(=O)Nc2ccc(F)cc2)o1 | -23.1
COc1ccc(NC(=S)N2CCC(O)(c3cccc(C(F)(F)F)c3)CC2)cc1 | -3.9
OC1CCNC(=S)N1c1ccccc1 (configuration not stated) | 4.9
O=C(Nc1ccc(C(F)(F)F)cc1)c1ccc2c(c1)C(=O)N(CC1CCCO1)C2=O (configuration not stated) | 12.9
CCN(CC)c1ccc(NC(=O)c2cc(I)ccc2Cl)cc1 | 6.6
CC1(C)CC(NC(=O)/C=C/c2ccccc2)CC(C)(C)N1 | -0.4
NNC(=Nc1ccccc1)c1ccccn1 | 5.1
O=C(Nc1ccc(OC(F)(F)F)cc1)c1cccc(Br)c1 | -0.8
COc1ccc(/C=C2\SC(N3CCCC3)=NC2=O)cc1OC | 4.1
O=C(c1cc(Cl)ccc1Cl)N1CCN(c2ccccc2)CC1 | 4.0
CC(=O)C1=C(O)C(=O)N(CCN2CCNCC2)C1c1ccc(C)cc1 (configuration not stated) | 2.9
COCCOC(=O)c1c(C)oc2ccc(OCC(=O)c3ccc(Br)cc3)cc12 | 1.2
Cc1c(C(=O)NN)c2cc(O)ccc2n1CCO | 8.3
COc1ccc(OC)c(/C=N/NC(=O)Cn2cnc3ccccc32)c1 | 1.8
O=C(Nc1ccc(Cl)cc1Cl)c1ccccc1F | 1.0
CC(C)Oc1ccc2c(-c3ccccc3)cc(=O)oc2c1 | 0.6
C(#CCSc1nc2ccccc2[nH]1)CSc1nc2ccccc2[nH]1 | 9.1
COc1ccc(S(=O)(=O)N(CC(=O)N[C@@H]2CCCC[C@H]2O)c2ccc(C)cc2)cc1OC | 7.7
O=C(N/N=C/c1ccco1)c1ccccn1 | -2.7
CCOC(=O)c1sc2c(c1NC(=O)c1ccc3c(c1)OCCO3)CCCC2 | -8.5
O=C1c2ccccc2NC(c2ccc(F)cc2)N1c1ccccc1 (configuration not stated) | 7.1
Cc1ccc[n+](CC(=O)c2ccc(N3C(=O)c4ccccc4C3=O)cc2)c1 | 7.0
NC(=O)C1C(=O)Oc2ccccc2C1=O (configuration not stated) | 8.4
C(=N\c1nc2ccccc2n1CCN1CCOCC1)/c1cccs1 | 3.8
COc1ccccc1/C=C1\C(=O)NC(=S)N(c2ccc(Br)cc2)C1=O | 1.7
CCC(C)NC(=O)CN(c1ccc(Oc2ccccc2)cc1)S(C)(=O)=O (configuration not stated) | 0.6
COc1ccc(/C(N)=N/OC(=O)c2ccccc2I)cc1 | -4.0
O=C(Nc1ccccc1[N+](=O)[O-])c1ccc(Br)o1 | -2.5
Cc1cc(C(F)(F)F)nn1CC(=O)Nc1sc2c(c1C(N)=O)CCC(C)C2 (configuration not stated) | -6.0
CC1=CC(C)(C)N(C(N)=S)c2cc(C)ccc21 | 6.3
COc1ccc(OC)c(C2C3=C(Nc4c2c(=O)n(C)c(=O)n4C)c2ccccc2C3=O)c1 (configuration not stated) | -0.3
O=C(/C=C/c1cccc([N+](=O)[O-])c1)NCCCn1ccnc1 | -2.2
COc1ccc(C(=O)Nc2ccc(S(N)(=O)=O)cc2)cc1[N+](=O)[O-] | -3.0
CCN(CC)CCCCOc1ccc(OC)cc1 | 0.4
Cc1cc(=O)n(-c2ccc([N+](=O)[O-])cc2)[nH]1 | -1.8
COc1ccc(C2Nc3ccccc3C(=O)N2Cc2ccco2)cc1COc1ccc(NC(C)=O)cc1 (configuration not stated) | 10.7
CC(C)Oc1ccc(/C=C(/NC(=O)c2ccccc2)C(=O)Nc2ccccc2)cc1 | 8.3
CCC(c1ccccc1)c1nnc(NC(=O)Nc2cccc(Cl)c2)s1 (configuration not stated) | 13.0

Additional structures follow:
SMILES | ER stress surv
CC1=C(C(=O)OCCc2ccccc2)C(c2cc([N+](=O)[O-])ccc2Cl)CC(=O)N1 (configuration not stated) | 2.1
CC(=O)Nc1ccccc1NC(=O)c1ccccc1Cl | 2.8
CC(C)(C)c1ccc(S(=O)(=O)Nc2ccc(Cl)cc2)cc1 | -7.7
Nc1ccc2nc(-c3cccc(Cl)c3)oc2c1 | 4.2
CC(=O)c1cccc(N=Cc2cc(Br)cc(Br)c2O)c1 | -0.7
c1ccc(-n2nnnc2SCc2cccc(CSc3nnnn3-c3ccccc3)n2)cc1 | 6.0
NS(=O)(=O)c1ccc(N/C=C/C(=O)c2ccco2)cc1 | 8.5
CCN(CC)S(=O)(=O)c1ccc(NC(=O)CCc2ccccc2)cc1 | 2.0
O=C(NCC1CCCO1)C(=O)Nc1ccc(F)cc1 (configuration not stated) | 3.5
CCOC(=O)C(=O)c1cc(-c2ccccc2)c(-c2ccccc2)s1 | 3.4
CN(C)C(=O)/C(=C\c1cccc(Br)c1)NC(=O)c1ccccc1 | 5.5
COc1cc([N+](=O)[O-])cc(/C=C2\C(=O)NC(=O)N(c3ccc(Br)c(C)c3)C2=O)c1O | 4.0
OCc1cn(-c2ccccc2)nc1-c1ccc(-c2nn(-c3ccccc3)cc2CO)cc1 | 0.8
CCOc1ccc(N2C(=O)NC(=O)/C(=C\c3ccc(-c4ccc([N+](=O)[O-])cc4OC)o3)C2=O)cc1 | 7.1
Fc1ccc(-c2ccc(C(=S)N3CCN(c4ccccc4)CC3)o2)cc1 | 0.3

Quoted at random: four compounds from above.
SMILES | ER stress surv
CCOC(=O)C(=O)c1cc(-c2ccccc2)c(-c2ccccc2)s1 | 3.4
Fc1ccc(-c2ccc(C(=S)N3CCN(c4ccccc4)CC3)o2)cc1 | 0.3
CC1=C(C(=O)OCCc2ccccc2)C(c2cc([N+](=O)[O-])ccc2Cl)CC(=O)N1 (configuration not stated) | 2.1
COc1cc([N+](=O)[O-])cc(/C=C2\C(=O)NC(=O)N(c3ccc(Br)c(C)c3)C2=O)c1O | 4.0

The list goes on.
SMILES | ER stress surv
C=CCOC(=O)C1=C(C)NC(=S)NC1c1ccccc1OCC (configuration not stated) | -9.7
O=C(Nc1ccc(-c2nc3ccccc3o2)c(O)c1)c1cccnc1 | 1.8
Cc1ccc(NC(=O)CN(c2ccc(Cl)cc2)S(C)(=O)=O)cc1 | 7.4
COc1ccc(Br)cc1/C=N/OC(=O)c1ccccc1 | 6.6
COc1ccc(OCC(=O)NCCCN2CCOCC2)cc1 | 10.4
O=C(NCc1ccc(Cl)cc1)C(=O)NC1CCCCC1 | 11.8
COc1cc([N+](=O)[O-])cc2c1NC(c1ccc(Br)cc1)C1CC=CC21 (configuration not stated) | 8.4
O=C(/C=C/c1ccccc1Cl)c1c(-c2ccccc2)c2cc(Br)ccc2[nH]c1=O | -2.4
Cc1ccc(-c2ccc(/C=N/N3C(=O)C4C(C3=O)C3C=CC4C34CC4)o2)c([N+](=O)[O-])c1 (configuration not stated) | 9.4
Cc1cc(C)n(C(=O)CNC(=O)c2ccc(Br)cc2)n1 | 4.4
C=CCc1c(C)[nH]c2ccc(C(=O)OCC)cc2c1=O | 4.4
Cc1ccnc(NC(=O)C2CCCCC2C(=O)O)c1 (configuration not stated) | 0.7
COc1ccccc1/C=C1\SC(=S)N(CCC(=O)NNC(=O)c2ccccc2O)C1=O | 8.4
CCc1c(C)sc(NC(=O)COc2ccc(Cl)cc2)c1C(N)=O | -0.1
Cc1ccc(C(=O)NN2C(=O)c3ccc(S(=O)(=O)c4ccc(C(=O)O)cc4)cc3C2=O)cc1 | 5.7

Part of the list above, with tabs.
Compound	ER stress surv
O=C(Nc1ccc(-c2nc3ccccc3o2)c(O)c1)c1cccnc1	1.8
Cc1ccc(NC(=O)CN(c2ccc(Cl)cc2)S(C)(=O)=O)cc1	7.4
COc1ccc(Br)cc1/C=N/OC(=O)c1ccccc1	6.6
COc1ccc(OCC(=O)NCCCN2CCOCC2)cc1	10.4

The results go on.
SMILES | ER stress surv
COc1ccc(/C=C2\C(=O)N(c3cccc(C(=O)O)c3)N=C2C)cc1Br | -1.0
O=C1NC(=S)N(c2cccc(Br)c2)C(=O)/C1=C/c1ccc(Cl)cc1 | -1.5
COC(=O)c1ccc(NC(=O)c2cccc(Cl)c2Cl)cc1 | 1.4
CN1C(=O)/C(=C\c2cn(Cc3ccc(F)cc3)c3ccccc23)SC1=S | -1.1
COc1ccc(C2Nc3ccccc3NC3=C2C(=O)CC(c2ccccc2)C3)cc1OC (configuration not stated) | 6.9
COC(=O)c1c(O)ccc(Oc2ccccc2)c1C(=O)OC | -1.9
CCc1ccccc1N1C(=O)NC(=O)/C(=C\c2cc(C)n(-c3cccnc3)c2C)C1=O | 2.9
CCC(=O)N1c2ccccc2NC2=C(C(=O)CC(c3ccc(OC)cc3)C2)C1c1ccccc1 (configuration not stated) | -1.3
O=C(O)C1CCCCN1C(=O)c1ccccc1 (configuration not stated) | -1.4
COc1ccc(C(=O)NC(C)C2COc3ccccc3O2)c(OC)c1 (configuration not stated) | 1.3
CC(/C=N/NC(=O)c1cc(-c2ccccc2)n[nH]1)=C\c1ccccc1 | 10.0
Cc1[nH]c2ccccc2c1/C=C/c1nc2ccccc2c(=O)n1-c1ccccc1[N+](=O)[O-] | 12.8
Cc1ccc(N2C(=O)C(=O)/C(=C(/O)c3ccccc3)C2c2ccc(O)cc2)cc1Cl (configuration not stated) | 5.3
CCOc1cc(C(=O)NC2CCSC2=O)cc(OCC)c1OCC (configuration not stated) | 9.3
CC(=O)NN1C(=O)/C(=C/c2cccc(O)c2)SC1=S | 11.4
COC(=O)C1=C(C)N(c2ccc(F)cc2)C(=O)/C1=C\c1ccccc1O | 3.1
COc1ccc([N+](=O)[O-])cc1/C=C1/SC(=O)NC1=O | -3.4
Cc1ccc(S(=O)(=O)Nc2ccc(S(=O)(=O)N3CCCCC3)cc2)cc1[N+](=O)[O-] | 0.5
COc1cc(NC(=O)c2cccc(Cl)c2)ccc1NC(=O)c1ccco1 | 0.6
CCc1ccc2oc(-c3cccc(NC(=O)c4cccc(C)c4)c3)nc2c1 | 1.2
CCOc1ccccc1N(CC(=O)Nc1ccc(OC)c(OC)c1)S(=O)(=O)c1ccccc1 | -2.5
Cn1c(=O)c2c(ncn2CC(=O)N2CCN(c3ccc([N+](=O)[O-])cc3)CC2)n(C)c1=O | 2.5
COc1cc(/C=N/n2cnnc2)ccc1OS(=O)(=O)c1ccccc1[N+](=O)[O-] | 5.8
COc1ccccc1NS(=O)(=O)c1ccc(Br)c(C(=O)Nc2ccccc2)c1 | -6.3
CCOC(=O)CNC(=O)c1cc(-c2ccc(Cl)c(Cl)c2)nc2ccccc12 | 3.0
COc1ccc(CCNC(=O)C(=O)Nc2cc(C)ccc2C)cc1 | -4.8
Cc1ccn2c(C(=O)N/N=C\c3ccc4c(c3)OCO4)c(C)nc2c1 | 2.3
CCSc1nc2c(cc1C#N)CCCC2 | -0.8
O=[N+]([O-])c1ccc(N/N=C\c2ccc(N3CCOCC3)o2)nc1 | -3.6
COC(=O)c1ccccc1NC(=O)c1cc2nc(-c3ccccc3)cc(C)n2n1 | 13.7
O=C(CN(Cc1ccccc1)S(=O)(=O)c1ccccc1)NCc1ccco1 | 5.3
COc1ccc(CNC(=O)COc2ccc(C)cc2)cc1 | 7.5
N#CSCCCCOc1ccc(I)cc1 | -2.5
Cc1ccc(OCCOc2ccc(Cl)cc2C=C2C(=O)NC(=S)NC2=O)cc1 | -3.7
COc1cc(/C=N/N2C(=O)c3ccccc3C2=O)c([N+](=O)[O-])cc1OC | 4.1
Cc1ccc(CCC(=O)Nc2ncc(Cc3ccc(Cl)cc3Cl)s2)o1 | -4.0
Cc1ccc(CNC(=O)C(=O)NC(C)C)cc1 | 2.4
COc1cc(OC)cc(C(=O)Nc2ccc(I)cc2Cl)c1 | -1.9
CN=C(C)C1=C(O)C(C(=O)OC)C(C)(C)CC1=O (configuration not stated) | 5.8
O=C(NCC1CCCO1)C(=O)Nc1ccc(Cl)c(C(F)(F)F)c1 (configuration not stated) | 6.9
Cc1ccccc1-n1c(-c2ccccc2)nc2c(cnn2-c2ccccc2)c1=O | 5.5
O=[N+]([O-])c1ccc(N2CCOCC2)cc1NC1CC1 | -1.1
COc1ccc(C/C(O)=C(\C#N)c2nc3ccccc3[nH]2)cc1OC | 3.2
COc1ccc(NC(=O)N2CCN(c3ccc(F)cc3)CC2)cc1 | 4.8
